MBD2 DNA inh: inhibitors of MBD2 binding to methylated DNA, primary screen, biochemical, TR-FRET, DNA-binding domain, human; actives 0.31% (n = 370,000); MBD2 binding to methylated oligonucleotide; AID 686964, 2013; inhibition, % at 4.4 µM; Methyl-CpG-binding domain protein 2 (Homo sapiens), Q9UBB5; in the data active = inhibition above about 13%
Tn6 DDE FP: inhibitors of Tn6 peptide binding to fibrin DD(E), primary screen, biochemical, fluorescence polarization, human fibrin, Tn6 probe; Fibrinogen beta chain (Homo sapiens), P02675; Fibrin DD(E) TRITC-Tn6 fluorescence polarization displacement; inhibition, % at 8.3 µM; actives 0.21% (n = 370,000); AID 720509, 2013;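 active = inhibition above a per-campaign cutoff: mean of compounds within control limits plus 3 SD, cut at about 15% in these data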;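 note: 0% = median of all compound wells on the plate and 100% = blocking peptide control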
Target sequence (P02675 whole entry, looked up): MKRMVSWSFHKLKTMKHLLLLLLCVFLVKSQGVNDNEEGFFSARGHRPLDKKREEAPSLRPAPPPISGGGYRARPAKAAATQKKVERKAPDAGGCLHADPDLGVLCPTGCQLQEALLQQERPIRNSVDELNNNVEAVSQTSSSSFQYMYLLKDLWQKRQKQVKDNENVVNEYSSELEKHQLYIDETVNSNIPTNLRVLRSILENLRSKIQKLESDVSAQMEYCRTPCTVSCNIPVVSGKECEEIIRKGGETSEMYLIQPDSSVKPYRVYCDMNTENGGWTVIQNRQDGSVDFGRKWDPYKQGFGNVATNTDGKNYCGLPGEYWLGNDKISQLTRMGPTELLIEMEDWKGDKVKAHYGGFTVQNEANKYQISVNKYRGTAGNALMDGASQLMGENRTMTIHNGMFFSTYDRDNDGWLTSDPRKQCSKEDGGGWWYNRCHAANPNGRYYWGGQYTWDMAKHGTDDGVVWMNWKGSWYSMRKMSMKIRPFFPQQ
UHRF1 binding: UHRF1 methylated DNA binding inhibitors, primary screen, counter-screen for MBD2 inhibitor project, biochemical, TR-FRET, human UHRF1, single concentration | inhibition, % at 4.4 µM | actives 0.75% (n = 370,000) | AID 687016, 2013 | UHRF1 binding to methylated oligo; in the data active = inhibition above about 21%;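 note: UHRF1 SRA domain binding a hemimethylated CpG hairpin DNA probe; 0% = median of test compound wells and 100% = reference inhibitor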
DDE Tn7 FP inh: inhibitors of Tn7 peptide binding to fibrin DD(E), primary screen, biochemical, fluorescence polarization, human fibrin, Tn7 probe | Fibrinogen beta chain (Homo sapiens), P02675 | FP displacement of FITC-Tn7 peptide from fibrin DD(E); 0% = median of compound wells per plate | inhibition, % at 8.3 µM | actives 0.13% (n = 370,000);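 active = inhibition above the mean of compounds falling within the control limits plus 3 SD of them, cut at about 14% in these data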;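 note: 0% = plate median of compound wells and 100% = 10 µM Aha-Tn7 peptide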
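Test system – human fibrin DD(E) · Times – 10 min preincubation, 3 h with tracer, room temperature · Detection – fluorescence polarization of the labelled Tn7 tracer · Measure – percent inhibition normalized to high-control wells · Benchmarks – high control wells with 10 µM unlabelled Aha-Tn7 peptide (full inhibition) · Repeats – singlicate testing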
proKLK7 act: proKLK7 zymogen activators, primary screen, biochemical, fluorescence intensity; Kallikrein-7 (Homo sapiens), P49862; activation, % at 7 µM; actives 0.9% (n = 370,000); AID 652039, 2013; purified proKLK7, EDANS-DABCYL substrate fluorescence; 100% is mature enzyme control, 0% vehicle;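 active = activation above the mean of all tested compounds plus 3 SD, computed per campaign excluding outliers beyond control limits, cut at about 13% in these data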
Target sequence (P49862 whole entry, looked up): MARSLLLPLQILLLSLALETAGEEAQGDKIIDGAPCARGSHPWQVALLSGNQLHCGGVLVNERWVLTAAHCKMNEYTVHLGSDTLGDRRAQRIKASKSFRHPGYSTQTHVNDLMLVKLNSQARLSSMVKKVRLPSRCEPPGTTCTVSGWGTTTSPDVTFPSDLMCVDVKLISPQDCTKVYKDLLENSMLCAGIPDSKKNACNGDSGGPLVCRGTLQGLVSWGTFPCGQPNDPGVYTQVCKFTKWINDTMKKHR
SIAE inh: human SIAE inhibitors, primary screen, biochemical, fluorescence polarization, FP-Rh probe, 1536-well HTS | SIAE FP-Rh probe binding | inhibition, % at 9.66 µM | actives 0.69% (n = 370,000) | AID 1053197, 2014;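 active = inhibition above a cutoff: mean of compounds within the control limits plus 3 SD of those, cut at about 17% in these data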;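 note: 0% = plate median of compound wells and 100% = probe without SIAE protein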
LEDGF integ inh: blockers of LEDGF/p75-dependent integrase strand transfer – biochemical, TR-FRET, high throughput, primary screen; TR-FRET IN-LEDGF/p75 DNA integration, Eu/Cy5; inhibition, % at 3.7 µM; HIV-1 integrase (with human LEDGF/p75); actives 0.64% (n = 370,000);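 active = inhibition above the screen-wide mean plus 3 SD, cut at about 13% in these data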;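 note: signal is the Cy5 over europium emission ratio at 671 and 618 nm; 0% = plate median of compound wells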
TDP2 inh: human TDP2 enzyme inhibitors, primary screen, biochemical, epi absorbance, recombinant enzyme | AID 720702, 2013 | Tyrosyl-DNA phosphodiesterase 2 (Homo sapiens), O95551 | T5PNP hydrolysis, p-nitrophenol absorbance 415 nm | inhibition, % at 12.8 µM | actives 0.34% (n = 370,000);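 active = inhibition above the mean of all tested compounds plus 3 SD, set per campaign, cut at about 25% in these data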;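 note: 0% = DMSO with enzyme and 100% = buffer with substrate but no TDP2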
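Test system: human TDP2 enzyme; Input: 120 nM TDP2 per well; Buffer or medium: Mg2+-containing Tris-HCl buffer, pH 7.5; Reagent: 5 mM T5PNP; Dosing: 12.8 µM single point, 1% DMSO; Incubation: reaction 2 h, 37 °C; Detection: p-Nitrophenol epi absorbance; Read-out: % inhibition relative to enzyme-containing and enzyme-free wells; Replicates: single well per compound.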
TCR CD3 inh: inhibitors of human TCR-CD3 interaction, primary screen, biochemical, fluorescence, TAMRA-labeled TCR probe. actives 0.37% (n = 360,000). T-cell receptor (TCR). inhibition, % at 9.4 µM; in the data active = inhibition above about 19%;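 note: recombinant mutant TCR 2C K166C tagged with TAMRA read by polarization; 0% = receptor in buffer alone and 100% = receptor with positive control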
PRMT1 inh: PRMT1 methyltransferase inhibitors, primary screen, biochemical, fluorescence polarization. recombinant PRMT1, activity-based probe fluorescence polarization. inhibition, % at 2.79 µM. Protein arginine N-methyltransferase 1 (Homo sapiens), Q99873. actives 1.3% (n = 370,000);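 active = inhibition above about 21% made by adding two undisclosed values, limit read from the data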
Starred values were filed as active, the others as inactive.

nr | molecule | MBD2 DNA inh | Tn6 DDE FP | UHRF1 binding | DDE Tn7 FP inh | proKLK7 act | SIAE inh | LEDGF integ inh | TDP2 inh | TCR CD3 inh | PRMT1 inh
1 | COc1ccc(NC(=O)CCCN2C(=O)CCC2=O)cc1Cl | -7 | 5 | -1 | -8 | 0.1 | 0 | 4 | 12 | 4 | -3
2 | CC(C)Oc1ccc(S(=O)(=O)N2CCOCC2)cc1NC(=O)C1=COCCO1 | -2 | 1 | -1 | 2 | -0.1 | -9 | 0 | -8 | 6 | 1
3 | COC(=O)c1c(NS(=O)(=O)c2ccc(C)cc2)sc2c1CCC(C)C2 (stereo not given) | 2 | 10 | -1 | -5 | -0.3 | 4 | -2 | 0 | -2 | 5
4 | CC(=O)N1CCCc2cc(S(=O)(=O)N(C)Cc3ccccc3)ccc21 | -2 | 11 | 1 | -8 | -0.1 | -3 | 3 | -12 | -5 | -1
5 | Cc1cc(C(=O)NCCc2ccc(Cl)cc2)no1 | 2 | -7 | 3 | 0 | 0.2 | 0 | -7 | -2 | -4 | 2
6 | Cc1ccccc1NN1C(=O)C=CC1=O | 4 | -5 | 7 | 4 | 0.0 | -11 | -3 | 2 | -2 | 1
7 | COc1ccc(/C=C(/NC(=O)c2ccccc2)C(=O)NCCCn2ccnc2)cc1OC | -1 | 0 | -3 | 4 | 0.3 | 3 | -1 | 5 | 5 | -2
8 | CCN(CC)c1ccc(/C=N/N2CCN(Cc3cccc4ccccc34)CC2)c(O)c1 | 1 | 1 | -1 | 5 | -0.6 | 3 | -4 | 8 | 5 | -1
9 | O=C1Cc2ccccc2C(c2c(Cl)cccc2Cl)N1 (stereo not given) | -2 | 3 | 0 | -5 | -0.1 | 2 | 0 | -21 | -3 | -4
10 | Cc1cc(C)nc(Sc2ncnc(N)c2[N+](=O)[O-])n1 | 1 | -4 | 3 | -1 | 0.2 | -2 | -6 | -11 | -1 | 47*
11 | O=C1NCCN1CCNS(=O)(=O)c1ccccc1[N+](=O)[O-] | -1 | 3 | 3 | -2 | -0.1 | 2 | -1 | 3 | 2 | 3
12 | CC(C)CCNC(=O)c1cn(CC(C)C)c(=O)c2c1c1ccccc1n2C | 2 | 3 | -1 | -6 | 0.4 | -6 | 2 | -9 | -2 | -3
13 | CN(C)c1ccc(N=Nc2ccccc2C(=O)OCC(=O)N2CCCC2)cc1 | -20 | 2 | -26 | 1 | 0.1 | -3 | 2 | -12 | 6 | -1
14 | O=C(NC(Cc1c[nH]c2ccccc12)C(=O)NCc1ccc(F)cc1)OCc1ccccc1 (stereo not given) | -1 | 0 | 3 | -2 | -0.2 | -1 | 0 | -7 | -1 | 2
15 | CS(=O)(=O)N(CCc1ccccc1)CC(=O)NCc1ccccn1 | -2 | 6 | 1 | -1 | 0.5 | -9 | 1 | 3 | 5 | -1
16 | CN1CCC(Oc2ccc(Sc3ccccc3)cc2)CC1 | 6 | -3 | -2 | -6 | -0.1 | -3 | 4 | -7 | 5 | -3
17 | Cc1cc(C)cc(N(CC(=O)NCc2ccccc2Cl)S(=O)(=O)c2c(C)[nH]c(=O)[nH]c2=O)c1 | 2 | 1 | 3 | 0 | -0.1 | 0 | -2 | -2 | 5 | 1
18 | CCCCNc1c(-c2cccc(-c3cc(C(C)=O)cs3)c2)nc2cc(C)ccn12 | -3 | -9 | 3 | -2 | 0.6 | 6 | -3 | -7 | 2 | 2
19 | COC(=O)c1ccc(C(=O)N2CCCC(N3CCN(c4ccccc4)CC3)C2)nc1 (stereo not given) | -3 | 3 | 0 | 6 | 0.2 | -5 | 2 | -2 | 3 | -1
20 | O=C(c1cccs1)N1CCCC(c2nc3c(nnn3Cc3ccccc3)c(=O)[nH]2)C1 (stereo not given) | 1 | 6 | -1 | 7 | 0.2 | 11 | -1 | 16 | -1 | -8
21 | CC(=O)c1ccc(-c2cnc3c(NC=O)cc(-c4ccc(S(C)(=O)=O)cc4)cn23)cc1 | -3 | -2 | -4 | -5 | -17 | -5 | 2 | -8 | -3 | -2
22 | O=C(c1ccccc1CCc1ccccc1)N1CCN(c2ccccn2)CC1 | -3 | -6 | 1 | 1 | 0.1 | 2 | 0 | -2 | 4 | -1
23 | CCOc1ccc(C(=O)NCC(=O)OCC(=O)NC2CCCC2)cc1 | 2 | -4 | 0 | 1 | 0.2 | 2 | -4 | 5 | 7 | 2
24 | S=C(NCc1ccccc1)N1CCN(C2CCCCC2)CC1 | 3 | -6 | 1 | -3 | 0.3 | 3 | -7 | -3 | -2 | 4
25 | COc1ccc(OC)c(-c2csc(NC(=O)C3CSC4(C)CCC(=O)N34)n2)c1 (stereo not given) | 0 | 8 | 1 | 3 | 0.1 | 0 | 0 | 10 | 10 | 1

Retrieved by structure from above:
nr | molecule | MBD2 DNA inh | Tn6 DDE FP | UHRF1 binding | DDE Tn7 FP inh | proKLK7 act | SIAE inh | LEDGF integ inh | TDP2 inh | TCR CD3 inh | PRMT1 inh
5 | Cc1cc(C(=O)NCCc2ccc(Cl)cc2)no1 | 2 | -7 | 3 | 0 | 0.2 | 0 | -7 | -2 | -4 | 2
9 | O=C1Cc2ccccc2C(c2c(Cl)cccc2Cl)N1 (stereo not given) | -2 | 3 | 0 | -5 | -0.1 | 2 | 0 | -21 | -3 | -4
15 | CS(=O)(=O)N(CCc1ccccc1)CC(=O)NCc1ccccn1 | -2 | 6 | 1 | -1 | 0.5 | -9 | 1 | 3 | 5 | -1
4 | CC(=O)N1CCCc2cc(S(=O)(=O)N(C)Cc3ccccc3)ccc21 | -2 | 11 | 1 | -8 | -0.1 | -3 | 3 | -12 | -5 | -1
7 | COc1ccc(/C=C(/NC(=O)c2ccccc2)C(=O)NCCCn2ccnc2)cc1OC | -1 | 0 | -3 | 4 | 0.3 | 3 | -1 | 5 | 5 | -2

Additional results.
nr | molecule | MBD2 DNA inh | Tn6 DDE FP | UHRF1 binding | DDE Tn7 FP inh | proKLK7 act | SIAE inh | LEDGF integ inh | TDP2 inh | TCR CD3 inh | PRMT1 inh
26 | COC(=O)/C=C1/SC(=NC(=O)c2ccc(OC)cc2)NC1=O | -1 | -1 | -4 | 1 | 0.4 | -10 | 1 | -2 | 9 | 0
27 | O=C(Oc1ccccc1)c1ccccc1 | 3 | 3 | 2 | 1 | 0.1 | -2 | -6 | 0 | 3 | 3
28 | CCCCN(C(=O)CSc1nnnn1C)C1CCS(=O)(=O)C1 (stereo not given) | -6 | -10 | -3 | -3 | -0.9 | 1 | 0 | -2 | -2 | -1
29 | S=C(c1cn(CCOc2ccccc2)c2ccccc12)N1CCCC1 | 7 | 0 | 4 | 1 | -0.1 | 3 | -3 | -3 | -6 | 10
30 | Clc1ccccc1CN1CCC(Cc2ccccc2)CC1 | -4 | 0 | -2 | 4 | -0.2 | 3 | 0 | -2 | 9 | 4
31 | CC1=C2C(CCS2(=O)=O)CC2(C1)C(=O)OC(C)(C)OC2=O (stereo not given) | -4 | 3 | 2 | -3 | -0.3 | -1 | 0 | 8 | 2 | -1
32 | CC(=O)Nc1sc2c(c1C#N)CC(C)(C)NC2(C)C | -1 | 2 | 3 | -3 | -0.6 | 5 | -2 | 0 | -7 | -2
33 | CC(C)NC(=O)Nc1ccc2c(c1)C(=O)N([C@H](C)CO)C[C@H](C)[C@@H](CN(C)S(=O)(=O)c1ccccc1)O2 | -2 | 0 | 1 | -1 | -0.3 | -2 | 1 | 3 | -2 | -1
34 | Fc1ccc(-c2ccc(NCCN3CCOCC3)nn2)cc1 | 1 | 0 | -3 | 1 | 0.1 | 3 | -1 | 8 | -4 | -1
35 | O=Cc1cccn1-c1ncc(Br)cn1 | 5 | 9 | 2 | 4 | 0.1 | 2 | -2 | 3 | -3 | 3
36 | O=C(CSc1cn(CCNC(=O)c2ccc3ccccc3c2)c2ccccc12)NCc1ccco1 | 0 | -6 | 1 | 3 | 0.7 | -16 | 1 | -11 | -6 | 11
37 | C/C(=N\N1CCN(c2ccccc2)CC1)c1ccc(O)cc1 | -2 | 2 | 4 | -5 | -0.2 | 7 | -3 | -15 | -4 | 5
38 | Cc1[nH]c2c(C)cccc2c1CCNC(=O)c1ccc2c(c1[N+](=O)[O-])C(=O)c1ccccc1C2=O | -10 | -6 | -1 | -3 | -0.2 | 5 | 3 | -16 | 5 | -4
39 | Cc1cc(-c2ccc(S(=O)(=O)NCc3ccc(Cl)cc3)cc2)on1 | 3 | -7 | 0 | -8 | 0.7 | -1 | 2 | 2 | -4 | 0
40 | Cc1cccc(OCc2nnc(SCC(=O)NC3CCCC3)n2C)c1 | 0 | -2 | -2 | -3 | 0.5 | -6 | 2 | 6 | 5 | -2
41 | CCOC(=O)C1(Cc2cccc(Cl)c2)CCCN(C(=O)c2c(CC)noc2C)C1 (stereo not given) | 1 | -2 | -4 | 0 | 0.3 | -2 | 1 | 5 | 7 | -5
42 | C[C@@]12CC[C@@H](C3=C(CCC3)C1)N2c1ccccc1 | -7 | 5 | -3 | -6 | 0.3 | 8 | 4 | 4 | 5 | -3
43 | CCOc1cc(/C=N/NC(=O)c2cccc([N+](=O)[O-])c2)ccc1OS(=O)(=O)c1ccccc1 | 0 | 1 | 0 | 3 | -0.3 | 22* | 0 | 6 | 18 | 2
44 | COc1ccc(-n2c(CNC(=O)COc3ccccc3)n[nH]c2=S)cc1 | 2 | -2 | -8 | 6 | 0.1 | -4 | -6 | -7 | 3 | 0

Compound activity: PubChem BioAssay, The Scripps Research Institute Molecular Screening Center

Random draw from the library; overall some 4.6% were active at least once.
